Bioassay records: PubChem, Sanford-Burnham Center for Chemical Genomics
SENP8 block = SENP8 protease inhibitors, primary screen, biochemical, luminescence. Sentrin-specific protease 8 (Homo sapiens), Q96LD8. purified SENP8, Z-RLRGG-aminoluciferin cleavage. inhibition, % at 10 µM. hit rate 1.2% among 330,000. AID 2540, 2010
SENP7 inh = SENP7 protease inhibitors, primary screen, biochemical, luminescence, uHTS. inhibition, % at 5 µM. Sentrin-specific protease 7 (Homo sapiens), Q9BQF6. hit rate 1.5% among 330,000. recombinant SENP7, Z-RLRGG-aminoluciferin luminescence, 40 min;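 active means inhibition above about 50% at the single test dose, limit read from the data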;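 further: plate controls were DMSO with enzyme for no effect and no enzyme buffer wells for full effect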
UBC13 polyUb = UBC13 polyubiquitin chain formation inhibitors, primary screen, biochemical, TR-FRET, uHTS. Ubiquitin-conjugating enzyme E2 N (Homo sapiens), P61088. inhibition, % at 20 µM. hit rate 0.47% among 330,000; in the data active means inhibition above about 45%, passing the limit was not always enough
Target sequence (P61088 whole entry, looked up): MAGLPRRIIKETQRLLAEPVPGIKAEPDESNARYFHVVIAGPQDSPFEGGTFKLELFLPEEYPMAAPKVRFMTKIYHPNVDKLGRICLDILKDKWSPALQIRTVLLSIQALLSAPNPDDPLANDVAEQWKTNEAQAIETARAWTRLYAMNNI
HKDC1 inh = HKDC1 hexokinase inhibitors, primary screen, biochemical, fluorescence, uHTS. Q2TB90. recombinant HKDC1, G6PDH/diaphorase resazurin coupled fluorescence. inhibition, % at 20 µM. hit rate 0.16% among 340,000. AID 493160, 2011;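 active means inhibition above about 35% when tested at 20 µM, limit read from the data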;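 further: plate controls were DMSO wells with enzyme for no effect and DMSO wells lacking enzyme for full effect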
Target sequence (Q2TB90 whole entry, looked up): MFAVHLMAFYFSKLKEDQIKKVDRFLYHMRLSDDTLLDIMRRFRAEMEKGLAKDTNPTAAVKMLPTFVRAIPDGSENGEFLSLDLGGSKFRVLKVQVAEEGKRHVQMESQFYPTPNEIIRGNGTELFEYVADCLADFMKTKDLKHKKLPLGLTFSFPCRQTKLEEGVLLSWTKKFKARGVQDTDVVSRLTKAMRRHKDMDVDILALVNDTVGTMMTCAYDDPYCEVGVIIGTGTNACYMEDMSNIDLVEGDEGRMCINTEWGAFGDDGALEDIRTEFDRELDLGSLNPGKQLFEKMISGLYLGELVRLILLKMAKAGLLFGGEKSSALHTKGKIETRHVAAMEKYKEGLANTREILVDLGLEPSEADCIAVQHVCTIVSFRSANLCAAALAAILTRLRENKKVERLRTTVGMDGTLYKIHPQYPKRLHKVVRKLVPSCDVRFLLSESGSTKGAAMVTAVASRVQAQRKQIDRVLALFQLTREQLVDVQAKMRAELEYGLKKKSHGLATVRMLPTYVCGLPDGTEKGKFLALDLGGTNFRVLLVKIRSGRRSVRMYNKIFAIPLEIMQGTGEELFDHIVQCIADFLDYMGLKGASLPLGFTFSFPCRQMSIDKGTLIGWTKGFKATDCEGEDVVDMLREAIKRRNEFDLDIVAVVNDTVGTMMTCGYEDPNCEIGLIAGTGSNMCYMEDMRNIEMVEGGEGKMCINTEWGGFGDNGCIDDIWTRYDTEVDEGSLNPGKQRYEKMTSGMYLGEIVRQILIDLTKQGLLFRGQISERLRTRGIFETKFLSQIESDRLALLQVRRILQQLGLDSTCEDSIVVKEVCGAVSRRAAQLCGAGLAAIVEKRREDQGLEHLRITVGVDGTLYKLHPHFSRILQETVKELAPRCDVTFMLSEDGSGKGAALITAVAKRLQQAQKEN
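System: Recombinant HKDC1 hexokinase | Amount: HKDC1 at 5 µg/mL | Reagent: Glucose with 1 mM ATP | Doses: Single 20 µM dose | Incubation: Reaction time 90 min, room temperature, protected from light | Signal: Coupled resazurin fluorescence, excitation 525 nm, emission 613 nm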
Jurkat NFkB inh = inhibitors of induced NF-kB luciferase reporter, primary screen, TCR NF-kB activation inhibitor project, cell-based, luminescence, uHTS; AID 435003, 2010; hit rate 0.53% among 330,000; Jurkat, PMA/ionomycin-induced NF-kB luciferase reporter; inhibition, % at 4 µM
Apaf1 inhib = inhibitors of human Apaf-1 apoptosome, primary screen, biochemical, DEVD-Rh110 fluorescence, uHTS; reconstituted apoptosome caspase-3 activity; inhibition, % at 20 µM; hit rate 0.71% among 330,000; Apoptotic protease-activating factor 1 (Homo sapiens), O14727; active means inhibition of at least 40% at 20 µM;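 further: plate controls were DMSO wells for no effect and DEVD-CHO caspase inhibitor wells for full effect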
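System: Apoptosome proteins | Medium: Hepes pH 7.5 with detergent and BSA | Also added: Cytochrome c trigger plus (Z-DEVD)2-Rh110 caspase-3 substrate | Incubation: 30 min compound preincubation, 50 min activation, room temperature | Detection: Rhodamine 110 fluorescence at Ex 480/Em 540 nm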
Gli-Sufu antag = Gli-Sufu pathway antagonists, primary screen, luciferase luminescence, Sufu-KO-LIGHT cells, uHTS | hit rate 0.74% among 340,000 | inhibition, % at 5 µM | Sufu-KO-LIGHT fibroblasts, Gli luciferase reporter luminescence;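 active means inhibition above about 55%, limit read from the data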;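 further: 0% = DMSO-treated cells and 100% = wells with medium but no cells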
697 NFkB inh = inhibitors of PMA/ionomycin-induced NF-kB reporter, 697 cells, primary screen, B-cell NF-kB inhibitor project, cell-based, luminescence, uHTS; 697 B-cell NF-kB luciferase reporter, 16 h; inhibition, % at 4 µM; hit rate 0.33% among 330,000; AID 435022, 2010; in the data active means inhibition above about 35%
An asterisk follows results filed as active; / = no result given. Unless noted, no stated cut-off is given here; in the data, active means inhibition above about 50%; inactive means the rest.

SMILES | SENP8 block | SENP7 inh | UBC13 polyUb | HKDC1 inh | Jurkat NFkB inh | Apaf1 inhib | Gli-Sufu antag | 697 NFkB inh
CCCCN(C)C(=O)c1cc2cc([N+](=O)[O-])cc(OC)c2oc1=O | -12 | -3 | -18 | -7 | -5 | -5 | 11 | 12
CC(C)(C)C(=O)NCc1ccc(C(=O)CSc2nnc(C3CC3)n2C2CC2)s1 | 4 | -7 | 1 | 3 | 17 | -10 | -4 | 9
Cc1cc(C)cc(NCCC#N)c1 | -8 | -9 | 7 | 12 | 11 | -6 | 1 | -5
N#C/C(=C/c1ccccc1)c1nn(CCO)c(N)c1C#N | 6 | 6 | -1 | 3 | -6 | 4 | -6 | 7
O=C(N/N=C/C(Cl)=C/c1ccc([N+](=O)[O-])cc1)C(=O)Nc1cccc(C(=O)O)c1 | 0 | 10 | -9 | 17 | 10 | 1 | -11 | 2
Cn1c(=O)c2c(nc(N3CCOCC3)n2CCSc2ncccn2)n(C)c1=O | 5 | -1 | 0 | -2 | 2 | -2 | 7 | 6
COc1ccccc1NS(=O)(=O)c1cccc(C(=O)N2CCCC2)c1 | 5 | 3 | 5 | -6 | -5 | -10 | 4 | 6
N=c1ccccn1CC(O)COc1ccccc1 (centres undefined) | -7 | -4 | -3 | -9 | 9 | 6 | -2 | 2
Cc1ccc(S(=O)(=O)N2CCNC(=O)C2)c(C)c1 | 1 | -1 | 1 | 0 | 3 | 2 | -6 | 8
Cc1ccc(NC(=O)CCNS(=O)(=O)c2ccc(Br)cc2)cc1S(=O)(=O)N1CCOCC1 | 9 | 0 | 6 | 0 | 8 | 5 | 5 | 19
COc1ccc(NC(=O)C2=CC(c3ccc(OC)c(OC)c3)=NS(=O)(=O)N2C)cc1 | 2 | -8 | -4 | -1 | 12 | 2 | 6 | -1
CCOC(=O)CNC(=O)Cn1cnc2c(nnn2-c2ccc(C)cc2)c1=O | 2 | 10 | -3 | 1 | -19 | -7 | 2 | 8
CCc1ccccc1N(C(=O)c1ccco1)C(C(=O)NC1CCCC1)c1cccnc1 (centres undefined) | -7 | 0 | -9 | -6 | -6 | 6 | 27 | -16
COc1ccc2c(C)nc(N/C(N)=N/S(=O)(=O)c3ccc(C)cc3)nc2c1 | -6 | 1 | 5 | -4 | -4 | 19 | 8 | -6
CC(=O)N1CCN(S(=O)(=O)c2cccc(C(=O)NNC(=O)COc3c(C)cccc3C)c2)CC1 | 2 | 3 | 1 | 2 | -1 | -9 | 1 | 2
O=C(NCc1n[nH]c(=S)n1-c1ccccc1)c1ccc(S(=O)(=O)N2CCOCC2)cc1 | -9 | -4 | -4 | -3 | 3 | 0 | -2 | 8
CC1CCCCC1NC(=O)CN1C(=O)NC(C)(c2ccc(OC(F)F)cc2)C1=O (centres undefined) | -8 | -6 | 6 | -6 | 7 | 3 | 24 | 17
N#C/C(=C\c1c(Cl)cccc1Cl)c1nc2ccccc2[nH]1 | 2 | 1 | 2 | 0 | -14 | 13 | 4 | 5
Cc1ccc(Nc2nc(CSc3nnc(-c4cccnc4)n3-c3ccccc3F)cs2)cc1 | 3 | 4 | 1 | -8 | 13 | 17 | -9 | -3
CC(C)c1ccc(NC2CCCN(C(=O)c3ccnc(Cl)c3)C2)cc1 (centres undefined) | -1 | -2 | -2 | -1 | -2 | -6 | -4 | -13
COc1ccc(NS(=O)(=O)c2ccc3c(c2)NC(=O)C(C)S3)cc1 (centres undefined) | -2 | 5 | 2 | -1 | -9 | 2 | 5 | -11
COc1ccc(/C=N/N=C2/NC(=O)C(CC(=O)O)S2)cc1OCc1ccc(Cl)cc1Cl (centres undefined) | 7 | -1 | -35 | 5 | 4 | 10 | -4 | 5
Cc1cccc(NC(=O)CSc2nc3[nH]ncc3c(=O)n2-c2ccccc2)c1 | 5 | -1 | 0 | / | 11 | -1 | / | 19
Cc1cc(C)nc(N2CCC(C(=O)Nc3ccc4c(c3)CCC4)CC2)n1 | -13 | 1 | -4 | -11 | -6 | 10 | 1 | 1
CSC1=NCCN1S(=O)(=O)c1ccc(F)cc1 | 1 | 0 | 10 | -8 | 6 | -3 | -6 | 16
Nc1ccc2c(c1)C(=O)N(CCCCCC(=O)O)C2 | -9 | -6 | 5 | -4 | -11 | -6 | -10 | -6
COc1cc(C2NC(=O)NC(C)=C2C(=O)OCc2ccccc2)ccc1O (centres undefined) | 6 | -2 | 6 | 3 | -12 | -6 | -6 | -16
O=S(=O)(NCCN1CCOCC1)c1ccc(Cl)s1 | 4 | -3 | -4 | -3 | 1 | -8 | -2 | 15
COc1ccc(/C=C2\COc3ccccc3C2=O)c(OC)c1 | -37 | -27 | 1 | 9 | 7 | 14 | -11 | -67
Cc1cc(C(=O)Nc2c(C)nn(Cc3ccc(Cl)cc3)c2C)no1 | -8 | -2 | -10 | -5 | 8 | 2 | -6 | 6
O=C(Cc1csc(N2CCOCC2)n1)N/N=C/c1cccc(O)c1 | -2 | 2 | 6 | -7 | 1 | -26 | 8 | -4
O=C1CSC(=S)N1/N=C/c1ccc(O)c(O)c1O | 8 | 8 | 35 | 21 | 8 | 26 | 4 | -9
Cc1ccc(NC(=S)N(N)CCO)cc1 | 0 | 2 | -2 | 0 | -7 | 1 | -6 | -9
O=C(CSc1nc(-c2ccccc2)cc(=O)[nH]1)Nc1ccc(F)c(F)c1 | 6 | 1 | -4 | 2 | 10 | 14 | -26 | -14
C=CCNC(=O)c1ccccc1NS(=O)(=O)c1ccc(OC)c(C(=O)N2CCOCC2)c1 | -8 | -3 | 4 | -8 | -13 | -18 | 25 | -6
O=S(=O)(c1cccs1)N1CCC2(CC1)OCCN2S(=O)(=O)c1ccccc1 | 4 | 3 | -1 | -2 | 12 | 9 | 0 | 13
CS(=O)(=O)N(Cc1ccccc1)c1ccccc1C(=O)O | -7 | -2 | 0 | -15 | -18 | 0 | 2 | 8
CN(C)S(=O)(=O)c1ccc(SCC(=O)N2CC(=O)Nc3ccccc32)nc1 | 3 | 9 | -2 | -1 | -1 | -9 | -12 | 26
COc1ccc(OCC(O)CNC(=O)c2c(-c3ccccc3)noc2C)cc1 (centres undefined) | 3 | 1 | 2 | -2 | 16 | -13 | -3 | 4
CCn1cc(C(=O)Nc2ccc3c(c2)OCCO3)c2cc(OC)c(OC)cc2c1=O | -11 | 13 | -3 | 6 | 1 | 10 | 8 | 16
CCOC(=O)CN(Cc1sccc1C)C(=O)Nc1ccc(OCC)cc1 | -3 | 0 | 1 | -13 | -6 | 0 | -4 | -4
CC(=O)N/C(=C/C(C)C)c1ccccc1 | -10 | -8 | -9 | -1 | -4 | 2 | -8 | -4
COc1ccc2c(c1)C(C)=CC(C)(C)N2C(=O)C(C)N1C(=O)c2ccccc2C1=O (centres undefined) | 1 | 6 | -4 | -4 | -4 | -14 | 11 | -8
Nc1nc(SCc2nc3scc(-c4cccs4)c3c(=O)[nH]2)n[nH]1 | -11 | -5 | -2 | 4 | -3 | 11 | -6 | 9
O=C(CNC(=O)Cc1cccc2ccccc12)NCc1ccccc1F | 4 | 2 | 2 | -2 | -15 | 2 | 21 | 1
COc1c(C)cc(Br)cc1C(=O)NCc1cccnc1 | -1 | -1 | 16 | -14 | 1 | -11 | -4 | 6
Cc1cccc(-c2noc(CNS(=O)(=O)c3ccccc3)n2)c1 | -8 | 18 | -4 | 1 | -11 | -1 | -2 | 0
Cc1ccc(-c2nn(-c3ccccc3)cc2C(=O)NCCCN2CCCC2=O)cc1 | -3 | -1 | 1 | 3 | 4 | 9 | 13 | 4
COc1ccc(-c2cnnc(N/N=C/c3ccc(O)c(OC)c3)n2)cc1 | -4 | 2 | -31 | -1 | 41 | 6 | -31 | -65
COc1cc(CN(CC2CCCO2)C(=O)c2ccco2)cc(OC)c1OC (centres undefined) | -3 | -4 | -3 | -5 | -1 | 11 | 13 | -17
COc1ccc(N(CC(=O)NC2CCCC2)C(=O)CS(=O)CC(=O)Nc2ccc3c(c2)OCO3)cc1 (centres undefined) | -17 | -4 | -7 | -3 | -4 | 11 | -24 | 4
Cc1c(C(=O)N2CCCC2)c(S(=O)(=O)N2CCN(c3ccccc3F)CC2)c(C)n1C | 6 | 1 | 6 | -5 | -1 | -14 | 0 | 11
Cc1nc(-c2coc3cc(OCC(=O)O)ccc3c2=O)cs1 | 31 | 2 | 10 | -2 | 2 | -7 | 11 | 8
O=[N+]([O-])c1cccc(/C=N/NC2CCS(=O)(=O)C2)c1 (centres undefined) | 3 | 10 | -4 | 1 | 5 | 1 | 3 | 5
COc1cc(S(=O)(=O)N(Cc2cccnc2)Cc2ccco2)ccc1-n1cnnn1 | 2 | 2 | -6 | 8 | 11 | 26 | 4 | -7
CC(C)NC(=O)Nc1cccc(Cl)c1 | -5 | 1 | 17 | -3 | 2 | -14 | 2 | 10
NCCCC[C@H]1NC(=O)[C@H](CCC(=O)O)NC(=O)c2cc([N+](=O)[O-])cc(I)c2OCC[C@@H](C(N)=O)NC1=O | 8 | -4 | -26 | 10 | 7 | 0 | 0 | 8
CCN1CCN(CCNC(=O)CCCn2nc(C)c3c(C)n(-c4ccc(C)cc4)nc3c2=O)CC1 | 7 | -2 | -5 | -1 | 19 | 8 | -7 | -3
CC(C)c1cc(-c2cc(-c3ccc(Cl)cc3)on2)nc(NCC2CC2)n1 | 0 | -2 | 11 | 2 | -9 | 2 | -4 | -1
Cn1cccc1C(=O)NCCc1ccccc1 | 36 | 57* | -2 | -2 | -90 | -2 | -96 | -107
O=C(CC1C(=O)NCCN1Cc1ccccc1C(F)(F)F)NCCc1ccccn1 (centres undefined) | 2 | 5 | -6 | -8 | 2 | -9 | 2 | 16
Cc1cccc(CN2C(=O)c3ccccc3S(=O)(=O)c3ccc(C(=O)NCCCN4CCCC4)cc32)c1 | 8 | 1 | 14 | -4 | -6 | 21 | 30 | 4
C#CCN1c2ccccc2Sc2cccnc21 | 6 | 7 | -3 | 9 | 16 | 4 | -11 | -16

Reformatted in markdown: three of the compounds above.
| SMILES | SENP8 block | SENP7 inh | UBC13 polyUb | HKDC1 inh | Jurkat NFkB inh | Apaf1 inhib | Gli-Sufu antag | 697 NFkB inh |
| --- | --- | --- | --- | --- | --- | --- | --- | --- |
| O=[N+]([O-])c1cccc(/C=N/NC2CCS(=O)(=O)C2)c1 (centres undefined) | 3 | 10 | -4 | 1 | 5 | 1 | 3 | 5 |
| COc1cc(S(=O)(=O)N(Cc2cccnc2)Cc2ccco2)ccc1-n1cnnn1 | 2 | 2 | -6 | 8 | 11 | 26 | 4 | -7 |
| CC(C)NC(=O)Nc1cccc(Cl)c1 | -5 | 1 | 17 | -3 | 2 | -14 | 2 | 10 |

In the list so far, 3 contain a cyano group:
SMILES | SENP8 block | SENP7 inh | UBC13 polyUb | HKDC1 inh | Jurkat NFkB inh | Apaf1 inhib | Gli-Sufu antag | 697 NFkB inh
Cc1cc(C)cc(NCCC#N)c1 | -8 | -9 | 7 | 12 | 11 | -6 | 1 | -5
N#C/C(=C/c1ccccc1)c1nn(CCO)c(N)c1C#N | 6 | 6 | -1 | 3 | -6 | 4 | -6 | 7
N#C/C(=C\c1c(Cl)cccc1Cl)c1nc2ccccc2[nH]1 | 2 | 1 | 2 | 0 | -14 | 13 | 4 | 5
